TCR-CD3 inh = human TCR-CD3 binding inhibition; TAMRA-labeled TCR probe fluorescence, biochemical; inhibition, % at 9.4 µM; hit rate 0.37% among 360,000; in the data active means inhibition above about 19%;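 further: recombinant mutant TCR 2C K166C tagged with TAMRA read by polarization; 0% = receptor in buffer alone and 100% = receptor with positive control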
TDP2 absorb = TDP2 (human) inhibition, absorbance primary screen; O95551; recombinant TDP2, T5PNP hydrolysis, p-nitrophenol absorbance 415 nm; inhibition, % at 12.8 µM; hit rate 0.34% among 370,000; AID 720702;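 active means inhibition above the mean of all tested compounds plus 3 SD, set per campaign, cut at about 25% in these data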;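 further: 0% = DMSO with enzyme and 100% = buffer with substrate but no TDP2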
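Assay system: Recombinant human TDP2 | Quantity: 120 nM TDP2 per well | Incubation: 2 h at 37 °C | Signal: Epi absorbance | Evaluation: Percent inhibition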
MBD2 inh = MBD2-methylated oligo binding inhibition; hit rate 0.31% among 370,000; Q9UBB5; TR-FRET, MBD2 binding to methylated oligonucleotide; inhibition, % at 4.4 µM; in the data active means inhibition above about 13%
Target sequence (Q9UBB5 whole entry, looked up): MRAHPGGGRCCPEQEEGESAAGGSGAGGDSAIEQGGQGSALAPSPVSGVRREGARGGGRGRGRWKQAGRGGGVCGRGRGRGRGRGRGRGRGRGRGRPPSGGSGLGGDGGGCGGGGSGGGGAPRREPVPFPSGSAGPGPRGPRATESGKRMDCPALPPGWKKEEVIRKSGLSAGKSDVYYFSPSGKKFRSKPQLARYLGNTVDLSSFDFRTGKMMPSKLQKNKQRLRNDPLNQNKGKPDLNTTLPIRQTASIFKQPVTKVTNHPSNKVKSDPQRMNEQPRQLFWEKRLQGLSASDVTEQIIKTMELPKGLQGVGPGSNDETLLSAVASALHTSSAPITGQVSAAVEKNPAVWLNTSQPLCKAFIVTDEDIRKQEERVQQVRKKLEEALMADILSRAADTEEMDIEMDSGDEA
PRMT1 FP inh = inhibitors of human PRMT1; recombinant PRMT1, activity-based probe fluorescence polarization; inhibition, % at 2.79 µM; hit rate 1.3% among 370,000;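 active means inhibition above about 21% made by adding two undisclosed values, limit read from the data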
LEDGF integ inh = blocks HIV-1 LEDGF/p75-dependent DNA integration | TR-FRET IN-LEDGF/p75 DNA integration, Eu/Cy5 | inhibition, % at 3.7 µM | hit rate 0.64% among 370,000 | AID 743269;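 active means inhibition above the screen-wide mean plus 3 SD, cut at about 13% in these data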;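 further: signal is the Cy5 over europium emission ratio at 671 and 618 nm; 0% = plate median of compound wells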
GC-B act = GC-B (human) receptor activation | HEK293-GC-B cells, CNP EC30, cGMP TR-FRET; 0% at EC30 CNP, 100% saturating CNP | activation, % at 10 µM | hit rate 0.11% among 370,000 | AID 1920062;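 active means activation at 10 µM reaching about 35% in either raw or pattern-adjusted values, limit read from the data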
HTRA1 inh = blocks human HTRA1 serine peptidase; Q92743; AID 504803; recombinant HTRA1, FP-rhodamine activity-based probe, fluorescence polarization; inhibition, % at 5.96 µM; hit rate 0.5% among 340,000; in the data active means inhibition above about 36%;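 further: 0% = enzyme with DMSO and 100% = wells lacking enzyme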
Target sequence (Q92743 whole entry, looked up): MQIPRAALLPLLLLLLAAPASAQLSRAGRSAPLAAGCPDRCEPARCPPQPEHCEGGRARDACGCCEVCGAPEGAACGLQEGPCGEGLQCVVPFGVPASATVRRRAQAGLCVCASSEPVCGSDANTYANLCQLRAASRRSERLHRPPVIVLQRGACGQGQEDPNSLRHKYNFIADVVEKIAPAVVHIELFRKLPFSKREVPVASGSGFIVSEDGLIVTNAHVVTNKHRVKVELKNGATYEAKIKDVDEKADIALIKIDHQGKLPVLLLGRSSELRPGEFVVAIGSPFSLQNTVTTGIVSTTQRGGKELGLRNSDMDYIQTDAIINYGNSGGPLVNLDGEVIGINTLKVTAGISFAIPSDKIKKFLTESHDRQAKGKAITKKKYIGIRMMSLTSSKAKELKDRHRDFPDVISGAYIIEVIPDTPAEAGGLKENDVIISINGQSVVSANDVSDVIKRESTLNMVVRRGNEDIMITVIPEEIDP
ABHD4 inh = inhibitors of mouse ABHD4; hit rate 0.54% among 370,000; Q8VD66; inhibition, % at 8.92 µM; purified mABHD4, FP-Rh probe fluorescence polarization; AID 720543;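 active means inhibition exceeding the mean over every tested compound plus 3 SD, cut at about 30% in these data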;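 further: 0% = plate median of compound wells and 100% = S159A mutant with DMSO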
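Assay system: mABHD4 protein; medium: HEPES pH 7.0, NaCl, Pluronic buffer; dosing: 8.92 µM, single dose; schedule: 45 min + 60 min at 25 °C; signal: FP readout, ex 525 nm / em 598 nm; read-out: normalized percent inhibition of probe labeling; repeats: single replicate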
rCAG RNA binder = binds r(CAG) RNA repeats; r(CAG) RNA repeat, TO-PRO-1 dye displacement fluorescence; inhibition, % at 3 µM; hit rate 1.3% among 370,000; AID 651821;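 active means inhibition above the plate cutoff, the mean of all test compounds on that plate plus 3 SD, cut at about 35% in these data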;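 further: 0% = DMSO alone and 100% = 100 µM mitoxantrone as full dye displacement; higher means more dye released from RNA so lower well fluorescence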
SIAE primary = human SIAE inhibition, primary screen; Q9HAT2; SIAE FP-Rh probe binding, fluorescence polarization; inhibition, % at 9.66 µM; hit rate 0.69% among 370,000; AID 1053197;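 active means inhibition above a cutoff: mean of compounds within the control limits plus 3 SD of those, cut at about 17% in these data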;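 further: 0% = plate median of compound wells and 100% = probe without SIAE protein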
The depositor's hits bear a star; . = no result given; & = joins results of further samples. Only part of the results is shown; count on the stated rates, not on these rows.

Values run as follows: HTRA1 inh, TCR-CD3 inh, TDP2 absorb, GC-B act, rCAG RNA binder, SIAE primary, MBD2 inh, LEDGF integ inh, ABHD4 inh, PRMT1 FP inh
> CN(CC(=O)Nc1cccc(F)c1)C(=O)/C=C/c1ccc(Br)s1
 : -9, -8, -9, -1, 0, -5, 5, -8, -7, 10
> CCOC(=O)C1=C(N)Oc2ccc3ccccc3c2C1c1ccc(O)c(OC)c1 (centres undefined)
 : -4, 4, 8, -7, -1, 2, 1, -6, -19, 3
> Cc1cc(Br)c(S(=O)(=O)NCCN2CCOCC2)cc1C
 : 3, -7, 18, 5, -1, -2, 1, 2, 7, -1
> C=C1[C@H](C)CN[C@H]1CCO
 : 5, 4, 1, 1, 2, 2, -7, 7, -1, -3
> O=C(c1cccs1)N1CCC(c2nc3c(nnn3Cc3c(Cl)cccc3Cl)c(=O)[nH]2)CC1
 : 8, -3, -10, 0, 3, 4, -4, -4, 9, 4
> COc1cc2oc(=O)cc(-c3ccc(-c4ccc(N(C)C)cc4)cc3)c2c(OC)c1OC
 : -2, -5, -9, -17, 10, 1, -3, 6, 3, -3
> O=C1OC(c2ccc3ccccc3c2O)(c2ccc3ccccc3c2O)c2ccccc21
 : 36*, 1, 4, -3, 63*, 12, -6, 5, 44*, 20
> O=C1OC(Nc2ccc(Cl)cn2)c2ccccc21 (centres undefined)
 : -1, 3, -2, -5, 0, -2, -5, 2, 4, 1
> Cc1ccc(S(=O)(=O)NCCC(=O)N2CCCC(C)C2)cc1 (centres undefined)
 : 2, -1, 11, 5, -8, 5, 1, 5, 4, 5
> O=C(O)c1ccc(CN2C(=O)CSC2=S)cc1
 : -43, -41, -8, -4, 14, -32, 1, -1, -348, 29*
> COC(=O)c1ccc(CSc2nc3sc4c(c3c(=O)n2C)CCCC4)o1
 : 3, 1, -1, -1, 3, -7, 2, -4, 3, 3
> O=C(Nc1ccccn1)c1cccc(S(=O)(=O)N2CCCC2)c1
 : 0, -1, -16, 1, -4, -1, -3, -3, 0, 5
> CCCCC(=O)N(CCOC)c1nnc(-c2ccccc2C)s1
 : -8, -3, 10, 1, -5, 10, -5, 2, -3, -2
> CCN(c1ccccc1)S(=O)(=O)c1ccc(Cl)c(NC(=O)Nc2ccc(Cl)cc2C#N)c1
 : -75, 0, -11, 1, 5, -25, -3, -1, -26, -2
> CCCCn1nnnc1C1(C)CCC(=O)N1Cc1ccc(F)cc1 (centres undefined)
 : ., -2, -4, 3, -1, 3, -5, -2, 2, 3
> CC1CCCCN1C(=O)c1cc(S(=O)(=O)N2CCOCC2)ccc1Cl (centres undefined)
 : 9, 6, 8, 0, 4, 2, -9, 2, 4, -2
> COc1ccc(C(=O)Nc2cc(OC)c(Cl)cc2Cl)cc1
 : -4, 1, -1, -3, -5, 3, 1, 0, 0, -9
> O=C(O)c1cnc(-c2ccccc2)nc1Sc1ccc(Cl)cc1
 : -13, -2, -2, -5, 4, 1, 0, 0, 17, 1
> C/C=C\C(=O)Nc1cccc(C2=NOC3(C2)C[C@@H](C(N)=O)N(C(=O)CCCCC)C3)c1 (some centres undefined)
 : -1, -2, -3, 4, 4, 4, 3, 0, -6, 2
> O=C(Cc1ccccc1F)Nc1cccc(S(=O)(=O)N2CCCCC2)c1
 : -8, 0, -2, -1, 5, -9, -3, 0, -1, -1
> Cc1nnc(SCc2cc(=O)oc3cc(O)ccc23)n1Cc1ccccc1
 : 4, 1, -6, -4, 4, -1, -2, 1, 7, -2
> COc1ccc(C(C(=O)NCC2CCCO2)N(C(=O)CNC(=O)c2cccs2)c2ccccc2)cc1OC (centres undefined)
 : 0, -4, 7, 9, -7, -4, 0, -2, 4, 5
> COC(=O)c1c(NC(=O)CN2CCC(C(N)=O)CC2)c2c(C)cccc2n1C
 : -6, -7, -13, 1, 0, -2, -2, 3, -4, -1
> Cc1cccnc1C(c1ccc(F)cc1)N(C)C(=O)C1CCN(CCOc2ccc(Cl)cc2Cl)CC1 (centres undefined)
 : ., -2, 6, -1, 5, 1, 3, 2, 10, -3
> CC(=O)c1ccc(OC2(C)CCN(Cc3csc4ccccc34)C2)cc1 (centres undefined)
 : ., -2, -6, -5, 0, 7, 4, -2, -5, 1
> C[C@H](CO)N1C[C@H](C)[C@@H](CN(C)C(=O)Nc2ccc3c(c2)OCO3)Oc2ccc(NS(=O)(=O)c3ccc(F)cc3)cc2C1=O
 : -9, -4, -12, -3, 10, 5, -8, 3, 5, -4
> O=C(Nc1ccc2c(c1)OCO2)c1ccc2c(c1)OCO2
 : -1, 2, 8, -1, 3, 0, 3, 3, 3, -2
> CC(C)[C@@H](C(=O)N1CCCC1)N1C(=O)N2CCc3c([nH]c4ccccc34)[C@@]2(C)C1=O
 : 4, -4, -10, -6, -6, 0, 6, -4, -1, 2
> COc1cc(C(=O)NCC2CCCCC2)cc(OC)c1OC
 : -5, 0, 12, -3, -5, 4, 3, 1, 0, -2
> c1ccc(-c2nc3ccccc3s2)nc1
 : -4&-14, -8&-2, 0&10, -2&-3, -1&2, -4&7, 9&-6, 3&2, 0&1, 0&-4

Complete entries, looked up by structure. Screens in order: HTRA1 inh, TCR-CD3 inh, TDP2 absorb, GC-B act, rCAG RNA binder, SIAE primary, MBD2 inh, LEDGF integ inh, ABHD4 inh, PRMT1 FP inh
COc1ccc(C(C(=O)NCC2CCCO2)N(C(=O)CNC(=O)c2cccs2)c2ccccc2)cc1OC (centres undefined) is entered as 0, -4, 7, 9, -7, -4, 0, -2, 4, 5
COc1cc(C(=O)NCC2CCCCC2)cc(OC)c1OC is entered as -5, 0, 12, -3, -5, 4, 3, 1, 0, -2

(listing goes on)
Values run as follows: HTRA1 inh, TCR-CD3 inh, TDP2 absorb, GC-B act, rCAG RNA binder, SIAE primary, MBD2 inh, LEDGF integ inh, ABHD4 inh, PRMT1 FP inh
> Cc1nn(CC(=O)N2N=C(C(F)F)CC2(O)C(F)F)c(C)c1[N+](=O)[O-] (centres undefined)
 : 1, 6, 3, 0, 1, -3, 2, -1, -2, -1
> O=C1NC2(CCCC2)C(=O)N1CCS(=O)(=O)Oc1ccccc1
 : 0, 2, 7, 2, 0, 2, 3, 0, 1, -2
> C=CCSC1=Nc2sccc2C2=NC(=O)CN12
 : 0, 4, -2, 3, 4, -7, -11, 1, 5, 4
> O=C(N[C@@H](c1ccccc1)[C@@H]1C[C@H]1C(=O)NCc1ccccn1)OCc1ccccc1
 : -9, -7, -1, -2, -3, 5, -2, 2, 6, 0
> CCC(C)Sc1nnc(NC(=O)C2CCN(C(=O)c3ccco3)CC2)s1 (centres undefined)
 : -3, 4, 12, -4, -1, 2, -5, 1, 3, -2
> O=c1c2ccccc2[nH]c(=S)n1CCN1CCCC1
 : 4, 4, 0, -12, 1, 2, 4, 2, -3, 1
> O=C(NN=C1c2ccccc2-c2ccccc21)c1ccccc1
 : -6, 0, 1, -6, 4, 2, 2, -1, -4, -4
> COc1cc(NC(=O)Cc2ccccc2)c(C(=O)O)cc1OC
 : 7, -2, -2, 2, -1, 5, -3, -3, 6, 7
> Cc1ccc(CN2CCN(CC(=O)NCc3ccc(Cl)cc3)C2=O)cc1
 : 1, 0, 0, 0, -11, 5, 1, -1, 0, 2
> O=C(c1ccccc1)c1c[nH]c2ccccc12
 : -8, 1, -8, -1, 0, 2, 1, 1, -5, -3
> COc1ccc(OC)c(C2CC(=O)C3=C(C2)NC(=O)CC3c2ccc(O)c(OC)c2)c1 (centres undefined)
 : 2, 3, -4, 1, -2, 5, 2, 0, -3, -1
> COc1ccc(C(=O)NC(Nc2ccc(C)cc2)C(Cl)(Cl)Cl)cc1 (centres undefined)
 : -33, 1, -1, -4, 1, 2, 0, -2, -10, -1
> COc1ccccc1N(CC(=O)NCCSCc1ccccc1)S(=O)(=O)c1ccccc1
 : -15, -1, -8, 0, 2, -4, 3, -5, 3, 4
> CC12COC3(P(=O)(c4ccccc4)c4ccccc4)CC1CCC23CP(=O)(c1ccccc1)c1ccccc1 (centres undefined)
 : -9, 7, -10, -10, 1, 2, 11, -2, -9, 4
> O=C(COC(=O)c1cc(-c2ccccn2)nc2ccccc12)Nc1ncc(C(F)(F)F)cc1Cl
 : 2, -5, -2, 4, 0, -3, -3, 2, -1, 2
> COc1ccc(CN(C)CCc2ccccn2)cc1OC
 : 4, 7, -6, -3, 5, -6, 3, 2, 13, -2
> CC(C)(C)C(=O)N1N=C(c2cccc(NS(C)(=O)=O)c2)CC1c1cccs1 (centres undefined)
 : 0, 6, -16, 2, 1, 1, 0, 1, -30, -2
> CNc1cc([N+](=O)[O-])ccc1N/C=C/C(=O)c1ccc2c(c1)OCO2
 : 7, -5, -1, 8, 8, 7, -6, 1, -8, 0
> CN(CC(=O)NCCN1CCOCC1)S(=O)(=O)c1ccc(Cl)cc1
 : 8, -6, -6, 0, 0, 3, 3, -5, -1, 2
> Cc1ccc(C)c(/C(O)=C2\C(=O)C(=O)N(CCCn3ccnc3)C2c2cccnc2)c1 (centres undefined)
 : 8, -8, 3, 3, 2, 2, -1, -1, 8, 3
> CC(C)CNc1ccc2c(c1)OC[C@@H](CC(C)C)NS2(=O)=O
 : ., ., -2, 3, -1, -4, 1, 0, -12, 5
> CCOc1ccc(-c2ncncc2-c2ccc(OC)c(OC)c2)c(O)c1
 : -1, 12, 9, 0, -1, -6, -1, -5, 5, -2
> COc1ccc(C(=O)NCC(=O)OCC(=O)N2CCN(S(=O)(=O)c3ccccc3)CC2)cc1
 : 2, 7, -5, 3, -2, 1, -3, -1, 0, -1
> O=C(CCC(=O)Nc1ccccc1)N/N=C/c1cccnc1
 : 6, -7, -3, 4, -2, 3, 0, -4, 5, 2
> O=C(O)C(NC(=O)c1ccccc1)=C(Cl)Cl
 : 1, 6, -5, 1, 0, -7, 6, -5, 7, 3
> CC(C)C[C@H](NC(=O)OC(C)(C)C)c1n[nH]c(=S)n1N
 : -3, 8, 0, 3, 1, 13, -6, -2, 0, -3
> O=C(N/N=C/c1ccco1)c1ccc2nc[nH]c2c1
 : -1, 1, -10, -1, 2, 4, 1, 4, -2, 0
> CCOc1ccc(CCNS(=O)(=O)c2cccc3nsnc23)cc1OCC
 : 6, 7, 5, -4, -8, 17*, -2, 0, 6, 1
